FXN GAA850 act = frataxin GAA850 promoter activation; HEK293 lucGAA850 FXN promoter luciferase reporter, 24 h; percent of 10 µM SAHA response; activation, % at 6 µM; actives 0.56% (n = 360,000);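 active means activation above the average of all compounds screened plus 3 SD, cutoff fixed separately per campaign, cut at about 7.5% in these data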;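 further: 0% = DMSO wells and 100% = 10 µM SAHA wells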
NPR1 activator = GC-A (human) enzyme activation; P16066; HEK293 GC-A cells, cGMP TR-FRET, EC30 ANP; 0% at EC30 ANP, 100% saturating ANP; actives 0.14% (n = 370,000); activation, % at 10 µM; in the data active means activation above about 40%
DAX1 inh-1 = DAX1 (NR0B1) inhibition, primary screen; HEK293T StAR-luciferase reporter, SF-1/DAX-1 repression relief; inhibition, % at 6.8 µM; actives 1.1% (n = 370,000); AID 652010;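 active means inhibition above the mean over all tested compounds plus 3 SD, cut at about 3.6% in these data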;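 further: 0% = DAX-1 cells with DMSO and 100% = cells lacking DAX-1 with DMSO; higher inhibition means more luminescence from relief of DAX-1 repression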
DAX1 inh-2 = inhibits human nuclear receptor DAX1; HEK293 Gal4-DAX1 luciferase reporter, luminescence; inhibition, % at 6.75 µM; actives 0.99% (n = 340,000); AID 504766;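 active means inhibition above the mean over all tested compounds plus 3 SD, cut at about 4.2% in these data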;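 further: 0% = DAX1-transfected cells with DMSO and 100% = empty-vector control cells with DMSO; inhibition shows as a rise in luminescence from relieved DAX1 repression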
Target sequence (P51843 207-470 limits assumed): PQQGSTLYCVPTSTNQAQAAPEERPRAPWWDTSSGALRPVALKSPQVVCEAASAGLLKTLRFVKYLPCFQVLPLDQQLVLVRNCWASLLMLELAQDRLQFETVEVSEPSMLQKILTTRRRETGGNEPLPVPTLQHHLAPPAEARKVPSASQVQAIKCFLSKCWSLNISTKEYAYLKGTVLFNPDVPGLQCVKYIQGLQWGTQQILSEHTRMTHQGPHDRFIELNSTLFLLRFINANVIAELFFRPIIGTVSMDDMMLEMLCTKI
NPR2 activator = GC-B (human) receptor activation | P20594 | HEK293-GC-B cells, CNP EC30, cGMP TR-FRET; 0% at EC30 CNP, 100% saturating CNP | activation, % at 10 µM | actives 0.11% (n = 370,000);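 active means activation at 10 µM reaching about 35% in either raw or pattern-adjusted values, limit read from the data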
SMARCA2 activ = increases SMARCA2 function in MMTV reporter cells; MG213 cells, MMTV-luciferase reporter, dexamethasone, overnight; activation, % at 9.1 µM; actives 1% (n = 370,000); in the data active means activation above about 7.8%;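 further: 0% = vehicle wells and 100% = reference activator wells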
hgDAF12 agonist = hgDAF-12 agonism, primary luciferase screen | HEK293 GAL4-hgDAF12 UAS-luciferase reporter, agonist luminescence; normalized to butyrate control | activation, % at 6.8 µM | actives 1.8% (n = 370,000) | AID 687014;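 active means activation above a cutoff set at the mean of all screened compounds plus 3 SD, cut at about 10% in these data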;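 further: 0% = DMSO wells and 100% = sodium butyrate wells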
KLK7 zymogen act = activates the human kallikrein-7 zymogen. activation, % at 7 µM. purified proKLK7, EDANS-DABCYL substrate fluorescence; 100% is mature enzyme control, 0% vehicle. actives 0.9% (n = 370,000). AID 652039;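 active means activation above the mean of all tested compounds plus 3 SD, computed per campaign excluding outliers beyond control limits, cut at about 13% in these data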
Target sequence (P49862 whole entry, looked up): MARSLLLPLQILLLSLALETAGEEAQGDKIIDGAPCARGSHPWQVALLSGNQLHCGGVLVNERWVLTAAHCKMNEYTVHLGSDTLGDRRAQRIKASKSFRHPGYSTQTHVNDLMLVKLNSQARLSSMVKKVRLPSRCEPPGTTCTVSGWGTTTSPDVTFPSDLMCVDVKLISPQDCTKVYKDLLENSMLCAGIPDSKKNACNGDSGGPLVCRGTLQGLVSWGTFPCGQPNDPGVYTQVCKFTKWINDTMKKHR
sPLA2-III inh = Blocks human group III sPLA2 activity; QFRET BODIPY PC-A2 liposome hydrolysis, fluorescence; inhibition, % at 12.2 µM; Q9NZ20; actives 0.56% (n = 370,000);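 active means inhibition above mean plus 3 SD of compounds lying within the high and low control bounds, cut at about 19% in these data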;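 further: 0% = median of test compound wells and 100% = no enzyme DMSO wells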
Target sequence (Q9NZ20 whole entry, looked up): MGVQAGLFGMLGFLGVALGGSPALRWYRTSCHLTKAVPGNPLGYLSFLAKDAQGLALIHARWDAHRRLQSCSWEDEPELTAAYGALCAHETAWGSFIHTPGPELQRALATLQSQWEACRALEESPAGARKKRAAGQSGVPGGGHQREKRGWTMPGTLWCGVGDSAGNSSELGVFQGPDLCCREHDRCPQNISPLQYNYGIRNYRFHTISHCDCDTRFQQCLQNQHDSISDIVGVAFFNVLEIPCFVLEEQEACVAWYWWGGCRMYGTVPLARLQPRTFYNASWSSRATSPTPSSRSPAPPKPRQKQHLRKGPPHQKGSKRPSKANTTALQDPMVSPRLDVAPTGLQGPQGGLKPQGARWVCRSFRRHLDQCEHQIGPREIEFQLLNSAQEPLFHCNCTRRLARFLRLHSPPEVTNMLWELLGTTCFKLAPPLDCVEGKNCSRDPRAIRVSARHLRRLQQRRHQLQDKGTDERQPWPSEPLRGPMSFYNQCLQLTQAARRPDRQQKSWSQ
hcDAF12 agonist = activates DAF-12 receptor from parasite H. contortus | HEK293 hcDAF-12 lit1-tk-luc reporter, luminescence; 0% DMSO, 100% Δ7-dafachronic acid | activation, % at 6.8 µM | actives 1.4% (n = 370,000);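 active means activation above the mean of all tested compounds plus 3 SD, cut at about 5.5% in these data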;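 further: 100% = response to 3 µM Δ7-dafachronic acid high control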
ssDAF-12 act = activates DAF-12 receptor from parasite S. stercoralis; HEK293 ssDAF-12/GRIP1 lit1-tk-luc reporter, luminescence; % of 3 µM dafachronic acid response; activation, % at 6.8 µM; actives 1% (n = 370,000);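 active means activation above the mean over all tested compounds plus 3 SD, cut at about 0.9% in these data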;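 further: 0% = DMSO-only wells and 100% = 3 µM delta7-dafachronic acid wells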
* marks the source's active call; other numbers are inactive results. Rows are unselected, and some 6.7% of all compounds hit somewhere here.

Screening c1ccc2c(c1)nc(N1CCOCC1)c1nncn12 returned FXN GAA850 act 1.6, NPR1 activator -1, DAX1 inh-1 -0.2, DAX1 inh-2 2.6, NPR2 activator 0, SMARCA2 activ 0, hgDAF12 agonist 0.6, KLK7 zymogen act 0.1, sPLA2-III inh 2, hcDAF12 agonist -1.9 and ssDAF-12 act -1.1.
Screening CCOC(=O)c1c(NC(=O)CSc2nnnn2-c2ccc3c(c2)OCCO3)sc(C)c1C returned FXN GAA850 act 1.2, NPR1 activator -7, DAX1 inh-1 0.8, DAX1 inh-2 -1.2, NPR2 activator 0, SMARCA2 activ -2, hgDAF12 agonist 0.3, KLK7 zymogen act 0.2, sPLA2-III inh -4, hcDAF12 agonist -0.1 and ssDAF-12 act -0.5.
O=C(c1cccc2ccccc12)C1CCCN(C(=O)C2CCOCC2)C1 (stereo not given) was read as FXN GAA850 act 1.5, NPR1 activator 3, DAX1 inh-1 0.1, DAX1 inh-2 0.9, NPR2 activator 0, SMARCA2 activ -1, hgDAF12 agonist 0.4, KLK7 zymogen act 0.5, sPLA2-III inh -1, hcDAF12 agonist -1.2 and ssDAF-12 act -0.9.
Screening CSc1nc2ccc(NC(=O)c3c(F)cccc3F)cc2s1 returned FXN GAA850 act 4.6, NPR1 activator 3, DAX1 inh-1 2.1, DAX1 inh-2 2.2, NPR2 activator -6, SMARCA2 activ 0, hgDAF12 agonist 9.9, KLK7 zymogen act -0.2, sPLA2-III inh -9, hcDAF12 agonist 0.8 and ssDAF-12 act -0.9.
`CCOc1ccc(NC(=O)c2cc(S(=O)(=O)N3CCOCC3)cn2C)cc1` gave FXN GAA850 act -0.3, NPR1 activator -1, DAX1 inh-1 0.8, DAX1 inh-2 1.1, NPR2 activator 6, SMARCA2 activ -1, hgDAF12 agonist -2.8, KLK7 zymogen act 0.3, sPLA2-III inh -1, hcDAF12 agonist -2.7 and ssDAF-12 act -1.9.
Screening COc1ccc(S(=O)(=O)NC2CCCC2)cc1NC(C)=O returned FXN GAA850 act 0.2, NPR1 activator 3, DAX1 inh-1 0.7, DAX1 inh-2 1.2, NPR2 activator 5, SMARCA2 activ -2, hgDAF12 agonist -1.0, KLK7 zymogen act -0.3, sPLA2-III inh 14, hcDAF12 agonist -2.2 and ssDAF-12 act -1.1.
For CC(NC(=O)c1ccc(Br)o1)c1ccccc1 (stereo not given) the results were FXN GAA850 act 2.9, NPR1 activator -4, DAX1 inh-1 -0.7, DAX1 inh-2 -0.8, NPR2 activator -3, SMARCA2 activ -4, hgDAF12 agonist -3.1, KLK7 zymogen act -0.6, sPLA2-III inh 10, hcDAF12 agonist -0.1 and ssDAF-12 act -1.7.
For Cc1ccc(N=C(NOC(=O)c2ccccc2)c2nonc2N)c(C)c1 the results were FXN GAA850 act 1.7, NPR1 activator 4, DAX1 inh-1 -0.2, DAX1 inh-2 0.5, NPR2 activator -6, SMARCA2 activ 1, hgDAF12 agonist 0.3, KLK7 zymogen act 0.3, sPLA2-III inh -9, hcDAF12 agonist 0.6 and ssDAF-12 act -1.1.
Screening COc1ccc(Cn2c(=O)[nH]c3cc(C(=O)NCCCOC(C)C)ccc3c2=O)cc1 returned FXN GAA850 act -0.9, NPR1 activator -4, DAX1 inh-1 0.1, DAX1 inh-2 3.9, NPR2 activator 3, SMARCA2 activ -1, hgDAF12 agonist 0.0, KLK7 zymogen act -0.5, sPLA2-III inh 5, hcDAF12 agonist -1.6 and ssDAF-12 act -0.6.
`Cc1occc1C(=O)Nc1cccc(Cl)c1Cl` gave FXN GAA850 act 3.8, NPR1 activator 4, DAX1 inh-1 3.2, DAX1 inh-2 0.7, NPR2 activator -5, SMARCA2 activ 1, hgDAF12 agonist 9.3, KLK7 zymogen act -0.3, sPLA2-III inh 4, hcDAF12 agonist 1.6 and ssDAF-12 act -0.7.
`COC(=O)c1cnn(-c2ccccc2)c1N` gave FXN GAA850 act 0.5, NPR1 activator 3, DAX1 inh-1 0.3, DAX1 inh-2 2.8, NPR2 activator -2, SMARCA2 activ 3, hgDAF12 agonist -1.7, KLK7 zymogen act -0.2, sPLA2-III inh 4, hcDAF12 agonist 0.0 and ssDAF-12 act -0.7.
Screening CC[C@H](CCCc1ccc(F)cc1)CN(Cc1ccc(OC)cc1)S(=O)(=O)c1ccc(C)cc1 returned NPR1 activator -1, DAX1 inh-1 -1.2, NPR2 activator 3, SMARCA2 activ -3, hgDAF12 agonist 1.7, KLK7 zymogen act 0.2, sPLA2-III inh 6, hcDAF12 agonist -1.6 and ssDAF-12 act -0.5.
For COc1ccccc1-c1c(C#N)c(N)nc2c1CCc1ccccc1-2 the results were FXN GAA850 act -0.2, NPR1 activator 1, DAX1 inh-1 -2.5, DAX1 inh-2 -2.2, NPR2 activator -2, SMARCA2 activ -5, hgDAF12 agonist -2.8, KLK7 zymogen act -50, sPLA2-III inh -19, hcDAF12 agonist 0.6 and ssDAF-12 act -1.2.
`COc1ccc(COc2ccccc2C(=O)NCc2ccccc2)cc1F` gave FXN GAA850 act 2.4, NPR1 activator 12, DAX1 inh-1 -2.1, DAX1 inh-2 -2.2, NPR2 activator 15, SMARCA2 activ -6, hgDAF12 agonist -6.4, KLK7 zymogen act -0.8, sPLA2-III inh -3, hcDAF12 agonist -5.1 and ssDAF-12 act -2.6.
For O=C(Nc1ccc(Cc2ccncc2)cc1)C1CCC(N2C(=O)C3C4C=CC(C4)C3C2=O)CC1 (stereo not given) the results were FXN GAA850 act -3.3, NPR1 activator 5, DAX1 inh-1 -0.5, DAX1 inh-2 -2.2, NPR2 activator 6, SMARCA2 activ -3, hgDAF12 agonist -1.8, KLK7 zymogen act 0.8, sPLA2-III inh -5, hcDAF12 agonist -3.4 and ssDAF-12 act -2.3.
For Cc1cc2c(cc1C)NC(c1ccccn1)C1=C(CC(C)(C)CC1=O)N2 (stereo not given) the results were FXN GAA850 act 0.5, NPR1 activator -28, DAX1 inh-1 0.4, DAX1 inh-2 -0.3, NPR2 activator -14, SMARCA2 activ 6, hgDAF12 agonist 5.3, KLK7 zymogen act -0.1, sPLA2-III inh 1, hcDAF12 agonist 2.1 and ssDAF-12 act 0.0.
For Cc1ccc(NC(=O)COC(=O)c2ccc(NC(=O)CC#N)cc2)cc1S(=O)(=O)N1CCOCC1 the results were FXN GAA850 act 1.6, NPR1 activator -3, DAX1 inh-1 0.5, DAX1 inh-2 -0.8, NPR2 activator 5, SMARCA2 activ -2, hgDAF12 agonist -2.0, KLK7 zymogen act 0.1, sPLA2-III inh -59, hcDAF12 agonist -0.5 and ssDAF-12 act -1.6.
For COc1ccc(NS(=O)(=O)c2cccc(C(=O)N/N=C(\C)c3cccnc3)c2)cc1 the results were FXN GAA850 act -0.2, NPR1 activator -10, DAX1 inh-1 -0.4, DAX1 inh-2 0.6, NPR2 activator -5, SMARCA2 activ 0, hgDAF12 agonist -1.7, KLK7 zymogen act 0.2, sPLA2-III inh -9, hcDAF12 agonist -0.6 and ssDAF-12 act -1.1.
`CC(Oc1ccc2c3c(c(=O)oc2c1)CCC3)C(=O)NCCN1CCOCC1` (stereo not given) gave FXN GAA850 act 1.4, NPR1 activator 0, DAX1 inh-1 -1.3, DAX1 inh-2 0.4, NPR2 activator 2, SMARCA2 activ -1, hgDAF12 agonist 0.8, KLK7 zymogen act -0.1, sPLA2-III inh 6, hcDAF12 agonist 3.7 and ssDAF-12 act -1.6.
Screening O=C(c1sc2ccccc2c1Cl)N1CCN(c2ccccn2)CC1 returned FXN GAA850 act 2.2, NPR1 activator -1, DAX1 inh-1 0.2, DAX1 inh-2 -0.2, NPR2 activator -3, SMARCA2 activ -1, hgDAF12 agonist -1.3, KLK7 zymogen act -0.6, sPLA2-III inh -4, hcDAF12 agonist 0.4 and ssDAF-12 act -1.5.
For COc1cc2c(cc1OC)C(c1ccccc1)NC(C)(C)C2 (stereo not given) the results were FXN GAA850 act 0.6, NPR1 activator -8, DAX1 inh-1 0.0, DAX1 inh-2 0.2, NPR2 activator -6, SMARCA2 activ 0, hgDAF12 agonist 0.2, KLK7 zymogen act 0.3, sPLA2-III inh 3, hcDAF12 agonist -1.7 and ssDAF-12 act -1.1.
Cc1ccn2c(Nc3ccccc3C)c(-c3ccncc3)nc2c1 was read as FXN GAA850 act 3.3, NPR1 activator 39, DAX1 inh-1 -0.4, DAX1 inh-2 -0.2, NPR2 activator 7, SMARCA2 activ -3, hgDAF12 agonist -4.2, KLK7 zymogen act 0.5, sPLA2-III inh -13, hcDAF12 agonist -2.2 and ssDAF-12 act -0.8.
`Cc1ccsc1/C=N/N=C1\C(=O)Nc2ccccc21` gave FXN GAA850 act 3.4, NPR1 activator 4, DAX1 inh-1 0.9, DAX1 inh-2 -0.1, NPR2 activator -4, SMARCA2 activ 5, hgDAF12 agonist 9.5, KLK7 zymogen act -0.1, sPLA2-III inh 4, hcDAF12 agonist 5.1 and ssDAF-12 act -0.1.
Screening CN(C)c1ccc(NS(=O)(=O)c2cccc(Cl)c2)cc1 returned FXN GAA850 act -4.0, NPR1 activator -3, DAX1 inh-1 -1.1, DAX1 inh-2 -2.4, NPR2 activator -7, SMARCA2 activ -1, hgDAF12 agonist -0.4, KLK7 zymogen act 0.2, sPLA2-III inh 7, hcDAF12 agonist -3.1 and ssDAF-12 act -1.4.
`O=C(COC(=O)c1cccc(C(=O)OCC(=O)c2ccc(Br)cc2)n1)c1ccc(Br)cc1` gave FXN GAA850 act 0.1, NPR1 activator -2, DAX1 inh-1 0.9, DAX1 inh-2 -0.4, NPR2 activator -9, SMARCA2 activ 1, hgDAF12 agonist -0.3, KLK7 zymogen act -0.5, sPLA2-III inh 0, hcDAF12 agonist -1.9 and ssDAF-12 act -1.2.
Screening O=[N+]([O-])c1ccc(NN=Cc2ccc3c(c2)OCO3)nc1 returned FXN GAA850 act 3.5, NPR1 activator 5, DAX1 inh-1 2.8, DAX1 inh-2 7.2*, NPR2 activator -1, SMARCA2 activ 4, hgDAF12 agonist 15*, KLK7 zymogen act -0.6, sPLA2-III inh 4, hcDAF12 agonist 4.2 and ssDAF-12 act -0.1.
For NC(=O)c1cc(-c2csc(-c3cccnc3)n2)ccc1O the results were FXN GAA850 act -1.1, NPR1 activator 2, DAX1 inh-1 -0.2, DAX1 inh-2 0.0, NPR2 activator -2, SMARCA2 activ 2, hgDAF12 agonist 4.6, KLK7 zymogen act -0.3, sPLA2-III inh -2, hcDAF12 agonist 2.0 and ssDAF-12 act -1.2.
`Cc1ccc(C)c(N2CC(C(=O)Nc3nccs3)CC2=O)c1` (stereo not given) gave FXN GAA850 act 1.1, NPR1 activator -6, DAX1 inh-1 0.2, DAX1 inh-2 0.7, NPR2 activator -2, SMARCA2 activ -3, hgDAF12 agonist 0.8, KLK7 zymogen act -0.9, sPLA2-III inh -1, hcDAF12 agonist 0.2 and ssDAF-12 act -1.6.

High-throughput results as filed in PubChem BioAssay.
